High-throughput results deposited in PubChem by The Scripps Research Institute Molecular Screening Center.
OX1R antag-1: OX1R (HCRTR1) antagonists, primary screen, fluorescence, CHO/OX1R cells, Fluo-8 calcium, orexin A; Fluo-8 calcium fluorescence; inhibition, % at 5 µM; actives 0.43% (n = 330,000); AID 434989, 2010;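 active means inhibition above its plate's threshold, mean inhibition of all tested compounds on the plate plus 3 SD, cut at about 37% in these data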;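 further: 0% = orexin A challenge wells and 100% = SB-334867-A antagonist wells; not every result past the cut was called active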
Target sequence (O43613 whole entry, looked up): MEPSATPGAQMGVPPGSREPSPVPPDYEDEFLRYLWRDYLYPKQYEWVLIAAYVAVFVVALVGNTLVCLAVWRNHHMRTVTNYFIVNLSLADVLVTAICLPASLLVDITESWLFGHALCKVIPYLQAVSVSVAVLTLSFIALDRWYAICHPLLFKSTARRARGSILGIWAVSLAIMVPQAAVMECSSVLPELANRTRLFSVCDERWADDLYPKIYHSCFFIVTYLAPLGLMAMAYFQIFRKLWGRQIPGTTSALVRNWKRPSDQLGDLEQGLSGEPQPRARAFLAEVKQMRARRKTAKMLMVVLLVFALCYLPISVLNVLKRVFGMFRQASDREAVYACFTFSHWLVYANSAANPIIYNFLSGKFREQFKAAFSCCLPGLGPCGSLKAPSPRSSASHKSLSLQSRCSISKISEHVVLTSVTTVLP
OX1R antag-2: antagonists of human orexin 1 receptor (OX1R). Orexin/Hypocretin receptor type 1 (Homo sapiens), O43613. OX1R-expressing cells, FRET antagonist read-out. inhibition, % at 6.6 µM. actives 1.8% (n = 330,000). AID 485270, 2010; in the data active means inhibition mostly above about 38%, no sharp cut-off; inactive means mostly below about 40%;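 further: 0% = agonist challenge alone and 100% = reference antagonist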
* marks the source's active call; other numbers are inactive results.

SMILES	OX1R antag-1	OX1R antag-2
COc1cc2c(cc1OC)[C@H](C)N(C(=O)COc1ccccc1)CC2	-9.5	1.8
Cc1sc(NC(=O)c2ccco2)c(CN2CCN(c3ccc(F)cc3)CC2)c1C	-37.2	5.7
O=C(NCCc1ccccc1)c1cc2sccc2n1Cc1ccccc1	-17.1	54.5
O=C(Nc1ccccc1-c1ccccc1)C1CCC1	-24.2	20.0
Nc1nnc(SCC(=O)Nc2cccnc2Cl)s1	-17.8	5.6
Cn1c(=O)c2c(nc(SCC(=O)N3CCCCCC3)n2C)n(C)c1=O	-20.0	4.2
Cc1c(C(=O)NC2CCCc3ccccc32)cccc1[N+](=O)[O-] (configuration not stated)	-18.5	14.8
COc1ccccc1N1CCN(C2CCCN(C(=O)CCC(C)=O)C2)CC1 (configuration not stated)	-5.8	-1.7
CCCN1C(=O)C(NS(=O)(=O)c2ccc(N)cc2)(C(F)(F)F)C(C(=O)OC)=C1C (configuration not stated)	-8.8	20.9
O=C(NCc1cccnc1)C(=O)c1c[nH]c2ccccc12	-5.4	6.8
O=C(CNC(=O)c1ccc2c(c1)OCO2)N/N=C/c1cc(Br)ccc1O	3.5	48.0*
CC1(C)Cc2ccccc2-c2nnc(-c3ccco3)n21	-23.3	14.7
CC(=O)Nc1sc(C)c(C)c1C(=O)OCC(=O)Nc1cc(S(C)(=O)=O)ccc1Cl	-24.3	7.3
COc1cc(S(=O)(=O)N2CCCCCC2)c(OC)cc1Br	-43.0	23.8
Cn1c2ccsc2c2ncn(Cc3ccccc3F)c(=O)c21	25.0	41.7*
COc1ccccc1CN1CC(C(=O)NCc2ccc(N3CCCC3=O)cc2)CCC1=O (configuration not stated)	-2.4	10.9
FC(F)(F)c1nc(N2CCCC2)ncc1-c1nnnn1-c1ccc(Cl)cc1	60.5*	50.1
COc1ccc(N2C(=O)CSC2c2ccc3c(c2)OCO3)c(OC)c1 (configuration not stated)	-21.4	12.8
CC(C)(C)Cc1nc(-c2ccccn2)no1	-1.5	2.9
C=CCN(CC=C)CCOc1cccc2ccccc12	-24.2	2.5
Cc1nc2ccc(NC(=O)N3CCN(c4ccccn4)CC3)cc2s1	-8.5	8.1
O=C(c1ccco1)N1CCN(Cc2cccc(F)c2)CC1	2.8	15.9
Cc1ccc(-n2c(SCC(=O)Nc3nccs3)nc3c(c2=O)SCC3)cc1	1.4	8.3
COc1ccc(C(=O)NCc2nnc(SCC(=O)N3CCC(C)CC3)o2)cc1OC	-9.7	14.2
O=C(NCCc1ccc(F)cc1)c1ccc(S(=O)(=O)N2CCCC2)cc1	-6.9	-2.6
Following part:
SMILES	OX1R antag-1	OX1R antag-2
O=C(O)CCCNc1ccc([N+](=O)[O-])c(NCCCC(=O)O)n1	-14.4	27.7
C=CCNC(=S)Nc1ccc(Br)cc1F	-11.1	12.8
CN(C)CCCNCCCCNC(=O)/C=N/O	-5.7	22.3
CCOc1ccc(S(=O)(=O)N(C(=O)c2ccco2)c2cc3sc(=O)oc3c3ccccc23)cc1	68.7*	6.3
COc1cccc(CNC(=O)CCC2CCCN(C(=O)c3ccoc3C)C2)c1 (configuration not stated)	-1.2	20.6
Cc1cc(C)nc(N2CCCC(C(=O)Nc3nnc(C(C)(C)C)s3)C2)n1 (configuration not stated)	-28.4	16.2
CC(NC(=O)NCCCC(=O)O)(C(F)(F)F)C(F)(F)F	-8.9	14.7
Cc1ccc(C(=O)NCC(C)NC(=O)c2ccc(C)c(C)c2)cc1C (configuration not stated)	-32.5	5.9
C/C(=N\NC(=O)c1ccco1)c1ccc(C(=O)O)s1	-6.5	13.3
CCCC(=O)Nc1ccc(Cl)c(NC(=O)c2cccnc2Cl)c1	1.0	15.5
OC[C@@H]1[C@@H](c2ccc(F)cc2)C(c2cccc(Cl)c2)=NN1c1ccccc1	3.5	5.3
CCN(CC(=O)N1CCN(Cc2ccccc2)CC1)S(=O)(=O)c1ccc(F)cc1	-19.5	15.4
O=C(C1COc2ccccc2O1)N1CCc2ccccc2C1 (configuration not stated)	-16.7	8.1
CCOC(=O)C1CCN(C(=O)c2ccc(OCC(=O)Nc3cccc(C(F)(F)F)c3)c(OC)c2)CC1	44.6*	14.5
COC(=O)C1=C(C)N(CCc2c[nH]c3ccc(OC)cc23)C(=O)C1	-4.6	19.3
CCO/C(C)=C1\C(=O)N(CC)c2ccccc21	-32.9	33.3
COC(=O)C1=C(C(=O)OC)[C@@H]2N(C)c3ccccc3[C@@]23C[C@@H](C(=O)OC)N(C(=O)CC(C)C)C3=N1	-33.1	27.8
O=C(NCCN1CCCC1=O)C1CCC(=O)N(CCc2cccc(F)c2)C1 (configuration not stated)	4.3	5.9
O=C(c1ccc(Cl)cc1)c1cnc(-c2ccc(Cl)cc2)s1	1.0	4.5
O=C(Cn1cnc2ccccc21)NCCCN1CCOCC1	11.1	-1.3
CS(=O)(=O)N1CCCC(C(=O)NCCCN2CCC(Cc3ccccc3)CC2)C1 (configuration not stated)	-13.5	6.1
Cc1ccc(-c2nnc3c(C(F)(F)F)nc4ccccc4n23)cc1	-17.1	4.7
Cc1ccc(C(=O)NCc2ccco2)cc1S(=O)(=O)N1CCOCC1	-20.1	5.8
CCCCN(CC)CCNC(=O)c1cc2c(=O)[nH]c3ccccc3c2s1	-17.9	8.1
CCC(C)(C)C1CCc2[nH]nc(C(=O)NC3CCCC3)c2C1 (configuration not stated)	-8.5	32.9

Whole records as entered above:
`CCOc1ccc(S(=O)(=O)N(C(=O)c2ccco2)c2cc3sc(=O)oc3c3ccccc23)cc1` in the list: OX1R antag-1: 68.7*; OX1R antag-2: 6.3
`O=C(O)CCCNc1ccc([N+](=O)[O-])c(NCCCC(=O)O)n1` in the list: OX1R antag-1: -14.4; OX1R antag-2: 27.7

Pulled by compound from the entries so far, 5 records:
SMILES	OX1R antag-1	OX1R antag-2
Cn1c(=O)c2c(nc(SCC(=O)N3CCCCCC3)n2C)n(C)c1=O	-20.0	4.2
CCCN1C(=O)C(NS(=O)(=O)c2ccc(N)cc2)(C(F)(F)F)C(C(=O)OC)=C1C (configuration not stated)	-8.8	20.9
C=CCN(CC=C)CCOc1cccc2ccccc12	-24.2	2.5
OC[C@@H]1[C@@H](c2ccc(F)cc2)C(c2cccc(Cl)c2)=NN1c1ccccc1	3.5	5.3
Cc1ccc(C(=O)NCc2ccco2)cc1S(=O)(=O)N1CCOCC1	-20.1	5.8

Other entries follow:
SMILES	OX1R antag-1	OX1R antag-2
Cc1ccc(SCC(=O)OC(C)C(=O)NC2(C#N)CCCCC2)cc1 (configuration not stated)	-10.6	6.5
c1ccc2c(-c3ccncc3)c[nH]c2c1	11.5	21.4
CCOC(=O)CSc1nnc(-c2ccc(NS(=O)(=O)c3ccc(C)cc3)cc2)o1	29.9	17.4
COC(=O)COc1cccc(NC(=O)c2cccs2)c1	3.0	5.8
CCOC(=O)C1CCCN(C(=O)c2cc(S(=O)(=O)N3CCCCC3)ccc2Cl)C1 (configuration not stated)	-35.3	15.5
CCn1c(SCC(=O)Nc2cc(C)on2)nnc1-c1ccco1	0.1	5.0
CCOc1cc(C(=O)NCC(=O)N/N=C/c2sccc2C)cc(OCC)c1OCC	-22.2	11.8
COc1ccc(-c2cc(C(=O)Nc3cc(C)on3)c3ccccc3n2)c(OC)c1	-1.0	14.9
Cc1cc(C)c(NC(=O)CNC(=O)COC(=O)Cc2cccs2)c(C)c1	-13.1	12.2
COc1cc2[nH]c(=S)n(Cc3ccco3)c(=O)c2cc1OC	-16.3	6.8
CC1CCN(CC(O)COc2ccc(-c3ccccc3)cc2)CC1 (configuration not stated)	-25.6	3.4
Cn1c(=O)n(C)c2cc(N3CCOCC3)c(NC(=O)c3cccc(Cl)c3)cc21	-1.3	4.1
Cc1ccccc1Nc1nc(-c2ccccc2)c(C(=O)Nc2cccnc2)s1	-13.4	33.0
COc1ccccc1CCNC(=O)c1ccc(Br)s1	-15.1	7.3
CSc1sc(C(=O)O)c(C)c1C(C)=O	2.1	7.6
C[C@H](NC(=O)c1nc[nH]c1C(=O)N[C@@H](CCCCN)C(=O)OC(C)(C)C)C(=O)OC(C)(C)C	-17.7	27.3
O=C(O)C1=C[C@H](C2CC2)C[C@H](OCc2ccc(CO)cc2)O1	-9.9	6.0
COc1cccc(C(=O)NNC(=O)c2cccnc2)c1	-11.4	20.0
NC(=O)C1CCN(c2cc(Cl)nc(N)n2)CC1	-3.0	19.3
Cc1nn(C)cc1S(=O)(=O)N1CCCCC1C (configuration not stated)	-15.9	1.1
CCOCCCNC(=O)C1CCCN1C(=O)Nc1ccccc1[N+](=O)[O-] (configuration not stated)	-11.4	14.0
CC1(C)C2CCC13CS(=O)(=O)N[C@@H]3C2 (some centres not stated)	-16.7	18.5
CCSC1=C(C#N)C(c2ccc3c(c2)OCO3)C2=C(CCCC2=O)N1 (configuration not stated)	-0.7	8.7
CCN1CCN(c2ccc(S(=O)(=O)N3CCCCC3)cc2NC(=O)Cc2c(Cl)cccc2Cl)CC1	-21.0	2.3
Cc1cccc(C)c1NC(=O)CSC(=S)N1CCCC1	-10.2	15.3
(more compounds)
SMILES	OX1R antag-1	OX1R antag-2
Cc1ncc([N+](=O)[O-])n1CC(=O)N/N=C/c1ccc(F)cc1	1.8	7.8
Cc1cccc(C(=O)N/N=C/c2ccc(OC3CSC3)cc2)c1	-18.9	17.1
COc1ccc(/C=N/Nc2nc(C)c([N+](=O)[O-])c(N(C)c3ccccc3)n2)cc1OC	-33.5	21.5
O=C(CN1C(=O)NC2(CCc3ccccc32)C1=O)c1cccs1 (configuration not stated)	6.9	18.6
CCOc1ccc(N2C(=O)CC(N(O)c3ccccc3)C2=O)cc1 (configuration not stated)	-15.3	16.2
CCOC(=O)c1nc(C)n(-c2ccc([N+](=O)[O-])cc2)n1	-31.5	48.6*
COc1ccccc1NC(=O)CSc1nc2sc(C)c(C)c2c(=O)n1C	-21.3	13.9
Fc1cc(Br)ccc1NC(=S)Nc1cccnc1	-15.4	6.0
COc1ccc(C(=O)C2CCN(C(=S)Nc3ccc(F)cc3)CC2)cc1	-9.2	21.9
COCc1c(C(=O)N/N=C\c2cccnc2)nnn1-c1nonc1N	-22.4	22.3
O=C(NC(Cc1ccc2c(c1)OCO2)C(=O)NC(Cc1ccccc1)C(=O)O)c1ccccc1 (configuration not stated)	-4.1	2.4
COc1cc(/C=N/NC(=O)Cc2ccccc2)cc(OC)c1OC	-14.8	1.8
O=C(COc1ccc2c(c1)CCC2)NCc1cccc(Cl)c1	-12.6	16.6
O=S(=O)(CCC1CCCCN1)c1ccccc1 (configuration not stated)	7.1	-10.4
COc1ccc(CNC(=O)CCS(=O)(=O)Cc2ccc(C)cc2)c(OC)c1	-8.9	9.9
CCc1cccc(C)c1NC(=O)C(c1ccccc1)N1CCC1=O (configuration not stated)	-13.3	6.5
O=C(c1cc2ncc(Br)cn2n1)N1CCCCC1	-6.1	8.8
Cc1ccc(NC(=O)COC(=O)Cc2cccs2)cc1S(=O)(=O)N1CCOCC1	-17.2	5.7
Fc1cnc(N2CCOCC2)nc1NCc1ccccc1	-6.7	8.7
CC1CC(C)(C)N(C(=O)CN2CCN(C)CC2)c2ccccc21 (configuration not stated)	-16.0	15.1
CCOC(=O)C1=CNS(=O)(=O)NC1c1cccc(O)c1 (configuration not stated)	-4.6	-1.3
COc1ccc2nc(NC(=O)C3CCCO3)sc2c1 (configuration not stated)	-22.6	5.7
COC(=O)c1sc(N)c(C(=O)OC)c1COC(=O)CNS(=O)(=O)c1ccc(C)c(C)c1	-14.3	9.1
CC(Cc1ccccc1)C(=O)NCc1nc2ccccc2s1 (configuration not stated)	-1.1	21.8
O=C(NCc1ccccc1)C1=C[C@@H](c2ccc3c(c2)OCO3)C[C@@H](OCCCCO)O1	-28.9	7.0
Continued.
SMILES	OX1R antag-1	OX1R antag-2
Cc1nc(-c2ccc(Cl)cc2)sc1C1(C)CC(c2ccc(C#N)cc2)=NO1 (configuration not stated)	-14.9	25.5
CCOC(=O)C(C)On1c(-c2cccc(Cl)c2)nc2ccc([N+](=O)[O-])cc21 (configuration not stated)	-22.7	42.2
Cc1ccc(-c2noc(CN(C(=O)C(c3ccccc3)c3ccccc3)C(C)C)n2)cc1	13.5	23.9
Cc1ccc(Nc2nc(N)nc(COC(=O)C3=COCCO3)n2)cc1	-4.6	3.9
O=C(Nc1ccccn1)c1ccc(Cl)c(S(=O)(=O)N2CCc3ccccc32)c1	26.9	15.6
Nc1ccc(C(=O)O)cc1[N+](=O)[O-]	-3.5	17.6
O=C(Nc1ccccc1)N1CCC(=S)Nc2ccccc21	-2.4	6.7
COc1cc(CCCN2CCNC[C@H]2Cc2ccc(O)cc2)cc(OC)c1OC	-10.5	38.8
CCn1c2ccc(C)cc2c2nc3cc(C(=O)O)ccc3nc21	10.2	21.2
CN=C(Nc1cc(C)nn1CCC#N)c1ccc(F)cc1	-14.8	4.1
Cc1ccc(C(=O)CSc2nnc(COc3cc(C)cc(C)c3)o2)cc1	-27.9	6.3
COc1ccc(C(=O)Nc2ccccc2C(=O)NCCN2CCOCC2)cc1	-20.6	3.5
Cc1ccc2cccc(NC(=O)C(F)(F)F)c2n1	-16.0	10.4
O=C(Nc1ccc(N2CCN(C(=O)c3ccco3)CC2)cc1)c1cccs1	-7.3	21.7
COc1cc(/C=C/C(=O)Nc2ccc(N3CCCCC3)c(S(=O)(=O)Nc3ccccc3Cl)c2)cc(OC)c1OC	-10.7	13.3
COc1ccc(OC)c(C(=O)NC(CC(N)=O)c2ccc(N3CCN(c4ccccn4)CC3)c([N+](=O)[O-])c2)c1 (configuration not stated)	-22.9	13.2
O=C(NNC(=O)c1ccccc1Br)c1ccc(Cl)c(Cl)c1	-25.5	14.8
Cc1cc(C)cc(NC(=O)C2CCCN(c3nc(C)cc(C)n3)C2)c1 (configuration not stated)	9.7	-0.2
COc1cc(NC2=CC(=O)CC(C)(C)C2)cc(OC)c1	-15.4	5.0
CCc1c(O)nc(SCC(=O)N2CCc3cc(OC)c(OC)cc3[C@@H]2C)[nH]c1=O	-17.6	9.7
CCN1C(=O)CC(N2CCN(c3ccc(OC)cc3)CC2)C1=O (configuration not stated)	1.4	3.5

No enrichment for hits (roughly 2% active in at least one column).
